POLK inh: qHTS for Inhibitors of Polymerase Kappa. purified Pol kappa, fluorescent DNA synthesis assay, 10 min. 0.53% of 400,000 active. DNA polymerase kappa (Homo sapiens), Q9UBT6. Potency, µM (titrated, usually from 107 µM), without a hit: at the top dose activity, negative = inhibition, usual class: inhibitors. AID 588579, 2011; note: potency is the fitted concentration of half-maximal effect; % is set by controls: 0 for no effect and ±100 for the full control effect
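10 nM Pol kappa preincubated 15 min at room temperature with compounds, then reaction started with substrate at 50 nM final. Fluorescence read kinetically at 0 and 10 min; buffer-only wells served as negative control.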
TRHR ag: qHTS for Small Molecule Agonists and Allosteric Enhancers of Human TRH Receptor: Primary Screen for Agonists | Thyrotropin-releasing hormone receptor (Homo sapiens), P34981 | TRHR cells, calcium flux fluo-8, FDSS agonist mode | activation, % at 2 µM | 0.18% of 360,000 active; in the data active = activation above about 30%; note: 0% is about no effect
Target sequence (P34981 whole entry, looked up): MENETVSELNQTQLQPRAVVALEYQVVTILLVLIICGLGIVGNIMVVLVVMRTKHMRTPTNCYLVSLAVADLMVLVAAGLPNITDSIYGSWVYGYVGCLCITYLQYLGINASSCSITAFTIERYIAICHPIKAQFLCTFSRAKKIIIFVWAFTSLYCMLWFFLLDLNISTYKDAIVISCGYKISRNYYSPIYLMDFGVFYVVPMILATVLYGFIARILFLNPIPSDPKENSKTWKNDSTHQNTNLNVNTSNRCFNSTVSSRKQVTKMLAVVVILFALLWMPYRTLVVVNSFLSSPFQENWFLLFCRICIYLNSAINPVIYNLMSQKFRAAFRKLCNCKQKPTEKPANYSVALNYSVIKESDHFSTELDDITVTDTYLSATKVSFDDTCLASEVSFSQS
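Read-out: compound-evoked intracellular calcium rise in TRHR cells, fluo-8 dye, kinetic FDSS fluorescence at 1 s/cycle following a 10-cycle baseline. Cells cultured overnight before dye loading (30 min–1.5 h, RT).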
ALOX12 inh: Primary qHTS assay for inhibitors of human arachidonate 12S-lipoxygenase (ALOX12): Round 2 | Polyunsaturated fatty acid lipoxygenase ALOX12 (Homo sapiens), P18054 | purified 12hLO, xylenol orange hydroperoxide absorbance | Potency, µM (top dose mostly 108 µM), inactives show top-dose activity change, negative = inhibition, actives largely listed as inhibitors | 1.1% of 580,000 active | AID 1671190, 2021; note: potency is the fitted concentration of half-maximal effect; % is set by controls: 0 for no effect and ±100 for the full control effect
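Purified human 12hLO (150 nM final) in 25 mM Hepes, 0.01% Triton X-100, pH 7.0 was preincubated 15 min at room temperature with compound. Then 40 uM arachidonic acid was added, 30 min. Hydroperoxide was read by Fe-XO absorbance ratio 573/405 nm.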
ERG-DNA inh: qHTS for Small Molecule Inhibitors of the ERG Ets/DNA interaction. Transcriptional regulator ERG (Homo sapiens), P11308. fluorescence polarization, His-ERG Ets domain / labelled DNA. Potency, µM (titrated, usually from 76.9 µM), for inactives: at the top dose FP activity, negative = inhibition, actives largely listed as inhibitors. 0.028% of 370,000 active; active = well fitted inhibition curve with a large enough effect in the polarisation, with a control signal flat; inconclusive = small, poorly fitted or top-dose-only effect, or effect the other way, or a change in a side signal; inactive = no such curve, though single readings can be large or run the other way; the % refers to the polarisation;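 note: polarization taken with two DNA probes labelled with fluorescein and Texas red; potency is the fitted concentration of half-maximal effect; % of control where 0% means no effect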
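His-tagged ERG Ets domain (1 uM in the protein solution; 300mM KCl, 50mM Tris-HCl, 1mM EDTA, 1mM DTT, pH 7.5) received compound, then a probe mix of 5 nM fluorescein-DNA and 100nM Texas-615-DNA. Fluorescence polarization was read for both dyes.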
BLM helicase inh: qHTS Assay for Inhibitors of Bloom's syndrome helicase (BLM); 0.2% of 350,000 active; Potency, µM (top dose mostly 56.1 µM), inactives show top-dose activity change, negative = inhibition, hits mostly inhibitors; recombinant BLM DNA unwinding, fluorescence dequenching; RecQ-like DNA helicase BLM (Homo sapiens), P54132;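 note: potency is the fitted concentration of half-maximal effect; plate controls were vehicle for no effect and no enzyme for full effect; nearly all actives have a fitted effect of over 35% in size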
Apoferritin bind: qHTS Assay for Identification of Novel General Anesthetics; Ferritin light chain (Equus caballus), P02791; apoferritin/1-aminoanthracene competitive binding, fluorescence; Potency, µM (titrated, usually from 77.5 µM), for the others: at the highest dose activity change, negative = displacement, usual class: inhibitors; 0.074% of 350,000 active; note: potency is the fitted concentration of half-maximal effect; % is set by controls: 0 for no effect and ±100 for the full control effect; nearly all actives have a fitted effect of over 20% in size
Target sequence (P02791 2-175 limits assumed): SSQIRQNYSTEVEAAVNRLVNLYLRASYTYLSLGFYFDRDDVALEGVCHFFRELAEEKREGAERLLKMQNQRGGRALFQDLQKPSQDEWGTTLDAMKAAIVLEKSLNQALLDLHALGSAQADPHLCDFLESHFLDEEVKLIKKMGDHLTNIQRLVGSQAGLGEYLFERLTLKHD
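Concentration-response curves derived by four-parameter Hill fitting of normalized fluorescence, where compounds displaced 1-AMA from 10 uM horse apoferritin following a brief 10 min room-temperature incubation; propofol titration acted as positive control.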
Pol iota inh: qHTS for Inhibitors of Polymerase Iota | Pol iota fluorescent replication assay, 10 min | DNA polymerase iota (Homo sapiens), Q9UNA4 | 1% of 390,000 active | AID 588590, 2011 | Potency, µM (top dose mostly 115 µM), without a hit: at the top dose activity, negative = inhibition, usual class: inhibitors; note: potency is the fitted concentration of half-maximal effect
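Pol iota at 10 nM preincubated 15 min with compounds at room temperature; reaction started with fluorescent substrate, 50 nM final. Fluorescence read kinetically at 0 and 10 min; buffer-only wells as negative control.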
APEX1 inh: qHTS Assay for Inhibitors of the Human Apurinic/apyrimidinic Endonuclease 1 (APE1) | DNA repair nuclease/redox regulator APEX1 (Homo sapiens), P27695 | recombinant APE1, TAMRA/BHQ-2 abasic DNA cleavage fluorescence | Potency, µM (highest dose often 65.8 µM), inactives show at the top dose activity change, negative = inhibition, hits mostly inhibitors | 0.35% of 350,000 active | AID 2517, 2012;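 note: potency is the fitted concentration of half-maximal effect; plate controls were vehicle for no effect and reference inhibitor for full effect; nearly all actives have a fitted effect of over 55% in size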
Target sequence (P27695 whole entry, looked up): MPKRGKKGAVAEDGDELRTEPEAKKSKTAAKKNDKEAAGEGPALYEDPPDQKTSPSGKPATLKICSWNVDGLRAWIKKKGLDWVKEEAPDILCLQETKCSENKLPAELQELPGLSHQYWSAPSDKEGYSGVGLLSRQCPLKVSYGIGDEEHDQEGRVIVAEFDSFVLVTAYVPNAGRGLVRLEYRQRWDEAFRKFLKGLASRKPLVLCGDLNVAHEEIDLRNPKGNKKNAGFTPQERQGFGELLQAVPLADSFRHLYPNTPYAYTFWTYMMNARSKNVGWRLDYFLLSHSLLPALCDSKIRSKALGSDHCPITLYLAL
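Step 1: APE1 (0.75 nM) with compound, 15 min RT. Step 2: add 50 nM fluorophore/quencher THF duplex. Step 3: three fluorescence reads 60 s apart (525/598 nm); read 3 minus read 1 = reaction progress.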
Pol beta inh: qHTS Assay for Inhibitors of DNA Polymerase Beta | P06746 | Pol beta primer extension/strand displacement, fluorescence kinetic | Potency, µM (titrated, usually from 114 µM), for inactives: at the highest dose activity change, negative = inhibition, hits mostly inhibitors | 1.3% of 340,000 active; note: potency is the fitted concentration of half-maximal effect; % is set by controls: 0 for no effect and ±100 for the full control effect
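Pol beta (10 nM) and compounds were preincubated 15 min at room temperature, then 50 nM substrate (final) started primer extension/strand displacement. Reads were taken at 0 and 10 min; concentration-response data were fitted to a four-parameter Hill equation.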
* = called active by the depositor; i = inactive; ? = inconclusive; nt = not tested or not shown; [ ] = remark or other dose. Unless noted, calls come from the whole dose curve; as a rule, active = well fitted curve in the direction sought with a large enough effect; inconclusive = small, poorly fitted or top-dose-only effect, or another doubt; inactive = no such curve, though single readings can be large; an effect the other way counts as inactive or inconclusive.

Sequence of screens: POLK inh, TRHR ag, ALOX12 inh, ERG-DNA inh, BLM helicase inh, Apoferritin bind, Pol iota inh, APEX1 inh, Pol beta inh
1) CN(c1ccccc1)c1nc(N)c([N+](=O)[O-])c(Nc2ccc(F)cc2)n1
  -5%, -0.8, 1%, 19%, 0%, -15%, 5%, -5%, 0%
2) COc1ccc(Br)cc1C1Nc2ccccc2C(=O)N1NC(=O)c1ccncc1 (stereo not drawn)
  -11%, -0.4, -9%, -7%, 0%, -15%, 8%, -8%, 31%
3) O=C(Nc1ccccc1)c1ccc2c(O)c(S(=O)(=O)c3ccc(Cl)cc3)c(=O)[nH]c2c1
  -17%, -0.5, -25%, 3%, -3%, -13%, -9%, nt, 4%
4) C[C@H](CO)N1C[C@H](C)[C@@H](CN(C)C(=O)Nc2ccccc2)Oc2ccc(NC(=O)Nc3ccc(C(F)(F)F)cc3)cc2C1=O
  -23%, nt, -9%, 0%, nt, nt, 3%, -20%, nt
5) Cc1noc(C)c1CSc1nc2ccccc2nc1NS(=O)(=O)c1ccc(Cl)cc1
  -9%, 0.7, nt, -6%, -7%, -12%, ?, -1%, 3%
6) NC(=O)N1CCCC1C(=O)Nc1ccc(Cl)c(Cl)c1 (stereo not drawn)
  1%, 0.7, 0%, -3%, -1%, -12%, 6%, 3%, 0%
7) CCOC(=O)c1c(-c2ccc(-c3ccccc3)cc2)csc1NC(=O)c1cccc(N2C(=O)CCC2=O)c1
  6%, -1.3, -13%, -3%, -6%, 6%, -1%, 2%, 2%
8) CCN(CC(=O)NCc1cccs1)C(=O)c1ccc(-c2ccc(F)cc2)o1
  1%, nt, -24%, 4%, nt, nt, -27%, 8%, nt
9) CCO[C@@H]1OC(C(=O)N2CCN(Cc3ccc4c(c3)OCO4)CC2)=C[C@H](c2cn(C(C)=O)c3ccccc23)[C@H]1CCCO
  4%, -0.3, 0%, 20%, -10%, 2%, 9%, -2%, -6%
10) Cc1cc(F)ccc1Nc1nc2ccccc2n2nnnc12
  -2%, 2.1, -1%, 4%, -1%, -4%, 6%, nt, 22%
11) c1ccc2c(NCC3CCCO3)nc(-c3ccncc3)nc2c1 (stereo not drawn)
  -4%, -0.4, 0%, 0%, -9%, -12%, 10%, -2%, -2%
12) Cc1ccc(NC(=O)c2ccco2)c(NC(=O)c2ccccc2)c1
  -3%, 0.0, 0%, -5%, -2%, 7%, 36%[activator], -4%, 33%
13) Cc1cccc(NC(=O)CSc2nc3ccccc3o2)c1
  -4%, -0.2, 0%, -9%, -14%, -11%, -8%, 0%, 17%
14) CCN1C(=O)c2ccccc2S(=O)(=O)c2ccc(C(=O)NCC(OC)OC)cc21
  -15%, 0.4, 11%, -4%, -1%, 5%, 0%, 35%, -18%
15) OCCN(Cc1ccccc1)c1ncnc2sccc12
  0%, 0.6, -19%, 7%, -5%, 1%, 44%[activator], 67%[activator], 8%
16) CCSc1nnc(NC(=O)C(C(F)(F)F)C(F)(F)F)s1
  -5%, 1.0, ?, -14%, 2%, -15%, -1%, 1%, 3%
17) CSc1ncc2c(n1)-c1ccccc1N(Cc1ccccc1C)S2(=O)=O
  -6%, 0.0, -14%, 2%, -6%, -13%, -9%, nt, 3%
18) Cc1ccc(-n2nc(C)c3c(C)c(CCC(=O)NCC4CCCO4)c(=O)n(C)c32)cc1 (stereo not drawn)
  7%, -1.1, 5%, 2%, 0%, -3%, 16%, -12%, 38%
19) COc1ccccc1NC(=O)c1cc(Sc2nncn2C)nc2ccccc12
  0%, -0.3, 142%[activator], -5%, -3%, -5%, -2%, 1%, -7%
20) O=C(CSc1nnc(-c2ccccc2O)o1)N1CCc2ccccc2C1
  -7%, -0.1, -10%, -6%, -12%, -8%, 15%, 10%, -2%

Some entries already given, limited to BLM helicase inh, Pol beta inh and ALOX12 inh.
| cpd | mol | BLM helicase inh | Pol beta inh | ALOX12 inh |
| --- | --- | --- | --- | --- |
| 7 | CCOC(=O)c1c(-c2ccc(-c3ccccc3)cc2)csc1NC(=O)c1cccc(N2C(=O)CCC2=O)c1 | -6% | 2% | -13% |
| 9 | CCO[C@@H]1OC(C(=O)N2CCN(Cc3ccc4c(c3)OCO4)CC2)=C[C@H](c2cn(C(C)=O)c3ccccc23)[C@H]1CCCO | -10% | -6% | 0% |
| 8 | CCN(CC(=O)NCc1cccs1)C(=O)c1ccc(-c2ccc(F)cc2)o1 | nt | nt | -24% |
| 6 | NC(=O)N1CCCC1C(=O)Nc1ccc(Cl)c(Cl)c1 (stereo not drawn) | -1% | 0% | 0% |
| 19 | COc1ccccc1NC(=O)c1cc(Sc2nncn2C)nc2ccccc12 | -3% | -7% | 142%[activator] |

New compounds follow
Sequence of screens: POLK inh, TRHR ag, ALOX12 inh, ERG-DNA inh, BLM helicase inh, Apoferritin bind, Pol iota inh, APEX1 inh, Pol beta inh
21) COc1ccc(OCC(O)CN2CCc3ccccc3C2)cc1 (stereo not drawn)
  -7%, -0.1, -2%, 1%, 1%, -10%, 34%[activator], -7%, -2%
22) Nc1n[nH]c(N)c1N=Nc1ccccc1
  -2%, -0.8, -4%, 14%, -3%, ?, 71%[activator], -3%, 26%
23) CCOC(=O)c1ccc(-c2ccc(/C=N/NC(=O)Cc3nnc(N)s3)o2)cc1
  -1%, 0.4, i, 11%, -16%, 2%, 142%[activator], -3%, -18%
24) Cc1[nH]c2ccccc2c1C(=O)C(=O)NCC1CCCO1 (stereo not drawn)
  -9%, 0.1, 15%, 2%, -4%, -2%, 87%[activator], -1%, 2%
25) CCOc1ccccc1N=Nc1c(C)[nH]n(C(N)=S)c1=O
  1%, -0.6, -4%, 1%, -11%, -7%, 63%[activator], -9%, 13%
26) O=C(CCc1ccccc1)N=C1SC2CS(=O)(=O)CC2N1c1ccccc1 (stereo not drawn)
  -14%, 0.6, 28%, -8%, 0%, 0%, -3%, -12%, 3%
27) COc1ccc2c(Cl)c(C(=O)N/N=C/c3ccc4c(c3)OCO4)sc2c1
  -13%, 0.8, 10%, -2%, -6%, -9%, ?, 16%, 0%
28) CCOC(=O)N1CCN(C(=O)COC(=O)CN(C)S(=O)(=O)c2ccc(NC(C)=O)cc2)CC1
  -8%, -1.4, 0%, 5%, -2%, -6%, 19%, 12%, 13%
29) CC1(C)CC2CC(C)(CN2C(=O)C23CCC(C)(C(=O)O2)C3(C)C)C1 (stereo not drawn)
  -2%, 0.1, 10%, nt, -1%, -18%, 20%, 6%, 8%
30) COc1ccc(NC(=O)CNC(=O)c2c(C)nn(C)c2Cl)cc1
  15%, 0.4, -2%, 2%, -1%, 0%, 24%, -1%, -24%
31) Cc1noc(C)c1CSCC(=O)Nc1cc(S(=O)(=O)N2CCOCC2)ccc1OCC(F)(F)F
  -14%, -0.3, -1%, -5%, nt, nt, -3%, 7%, nt
32) CN(C)C(CNC(=O)c1cccc(S(=O)(=O)Nc2ccc(SC(F)F)cc2)c1)c1ccccc1 (stereo not drawn)
  -8%, nt, 103%, 4%, nt, nt, 21%, nt, nt
33) COCCN(Cc1cc2ccc(C)cc2n2nnnc12)Cc1nnnn1C(C)(C)C
  1%, 0.9, 1%, 13%, 2%, -11%, 24%, 1%, -22%
34) Cc1ccccc1OCCC(=O)OCC(=O)NC(C)c1ccccc1 (stereo not drawn)
  -8%, -0.1, -6%, -5%, -5%, -22%, 6%, 1%, -1%
35) COC(=O)CSc1ncnc2c1sc1nc3c(cc12)COC(C)(C)C3
  -5%, 0.1, 376%[activator], -1%, -1%, -18%, 6%, 10%, -18%
36) Cc1ccccc1C(=O)Nc1cccc(-c2cn3ccccc3n2)c1
  -6%, 0.1, 9%, 4%, -4%, -2%, 51%[activator], 2%, 25%
37) O=C1NN=C(c2ccc(Cl)cc2)CC1c1cccc(Br)c1 (stereo not drawn)
  -18%, -0.1, -18%, -1%, -3%, -6%, 44%[activator], -10%, 3%
38) COc1ccc(C(=O)NCc2ccccc2CN2CCCC2)cc1S(=O)(=O)Nc1ccc(C)cc1
  -1%, 1.6, 11%, -3%, nt, nt, -8%, -6%, nt
39) CCn1c(SCc2nc3scc(-c4ccccc4)c3c(=O)[nH]2)nnc1-c1ccc(Cl)cc1
  -14%, 0.0, -14%, nt, -9%, -13%, 19%, 9%, -4%
40) CSc1cccc(NC(=O)COc2ccccc2)c1
  -2%, -0.2, -8%, -1%, -7%, ?, 2%, -4%, 3%
41) Cc1cc(C)n2c(SCC(=O)NCc3ccc4c(c3)OCO4)nnc2n1
  -9%, 0.3, 15%, 3%, -6%, -3%, ?, 1%, ?
42) COc1ccc(-c2csc(NC(=O)C3=COCCO3)n2)c(OC)c1
  -3%, 0.3, ?, 8%, nt, nt, 24%, -6%, nt

Screens: PubChem, National Center for Advancing Translational Sciences (NCATS)

An excerpt. The share of hits here may be higher or lower than overall.
